Assay outcomes deposited in PubChem by several laboratories.
Rv3671c inh: Rv3671c serine protease inhibitors, primary screen, biochemical, fluorescence polarization, M. tuberculosis H37Rv | P9WHR9 | inhibition, % at 5.96 µM | 320,000 compounds, 0.048% hits | AID 2606, 2010; in the data active means inhibition above about 38%;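 further: extracellular domain of Rv3671c used as enzyme; 0% = enzyme with DMSO and 100% = no enzyme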
Target sequence (P9WHR9 whole entry, looked up, the tested form may be a part): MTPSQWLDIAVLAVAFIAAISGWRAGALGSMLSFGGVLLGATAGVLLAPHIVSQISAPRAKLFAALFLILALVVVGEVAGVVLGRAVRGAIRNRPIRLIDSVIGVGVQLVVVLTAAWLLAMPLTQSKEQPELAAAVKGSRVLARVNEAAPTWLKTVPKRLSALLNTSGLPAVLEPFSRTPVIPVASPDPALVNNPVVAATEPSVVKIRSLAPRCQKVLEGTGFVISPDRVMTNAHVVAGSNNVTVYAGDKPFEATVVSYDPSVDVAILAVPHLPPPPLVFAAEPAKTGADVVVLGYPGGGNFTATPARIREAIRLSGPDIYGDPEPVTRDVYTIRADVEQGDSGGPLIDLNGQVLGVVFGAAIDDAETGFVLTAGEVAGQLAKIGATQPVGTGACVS
CCHF vOTU inh: CCHFV vOTU protease inhibitors, primary screen, biochemical, Pep-AMC substrate, fluorescence; Crimean-Congo hemorrhagic fever virus L polyprotein viral ovarian tumor (vOTU) protease …; inhibition, % at 11.5 µM; 370,000 compounds, 0.55% hits; AID 651958, 2012; in the data active means inhibition above about 30%; further: 0% = vehicle wells with enzyme and 100% = no enzyme wells
3CLpro inhibitor: SARS-CoV 3CLpro protease inhibitors, primary screen, biochemical, quenched FRET. Replicase polyprotein 1ab (Severe acute respiratory syndrome coronavirus), P0C6X7. recombinant SARS-CoV 3CLpro, quenched FRET peptide cleavage. inhibition, % at 6 µM. 290,000 compounds, 0.14% hits; in the data active means inhibition above about 12%
VHR inh abs: VHR1 phosphatase inhibitors, primary screen, biochemical, absorbance, uHTS. Dual specificity protein phosphatase 3 (Homo sapiens), P51452. AID 1654, 2009. inhibition, % at 13.3 µM. recombinant VHR phosphatase, pNPP absorbance. 290,000 compounds, 0.52% hits; in the data active means inhibition above about 50%; further: some compounds called inactive have numbers as strong as hits
Target sequence (P51452 whole entry, looked up): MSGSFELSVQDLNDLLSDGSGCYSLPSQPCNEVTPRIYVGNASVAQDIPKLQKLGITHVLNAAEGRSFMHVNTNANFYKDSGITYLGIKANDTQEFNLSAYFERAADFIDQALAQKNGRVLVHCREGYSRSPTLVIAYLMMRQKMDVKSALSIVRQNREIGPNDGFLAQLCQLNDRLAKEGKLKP
Anthrax LF inh2: Bacillus anthracis LF protease inhibitors, primary screen, biochemical, multiplex microsphere, MLPCN library; inhibition, % at 10 µM; AID 588501, 2011; 360,000 compounds, 0.12% hits; Lethal factor (Bacillus anthracis), P15917; multiplex microsphere protease cleavage assay; further: plate controls were buffer without enzyme for full effect and enzyme alone for no effect
PriA SSB inh: inhibitors of Klebsiella pneumoniae PriA binding to SSB C-terminal tail, primary screen, biochemical, AlphaScreen; PriA–SSB C-terminal tail interaction (Klebsiella pneumoniae); 430,000 compounds, 0.6% hits; AlphaScreen SSBct-PriA binding, biotinylated peptide; inhibition, % at 33 µM; in the data active means inhibition mostly above about 37%, no sharp cut-off; inactive means mostly below about 20%;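 further: plate controls were negative control peptide for no effect and reference peptide for full effect; strong numbers were not always called active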
BoNT F protease: BoNT/F light chain protease inhibitors, primary screen, biochemical, flow cytometry, MLPCN library; Botulinum neurotoxin type F light chain protease (Clostridium botulinum); Multiplex microsphere protease cleavage assay; inhibition, % at 10 µM; 360,000 compounds, 0.22% hits; in the data active means inhibition above about 35%, passing the limit was not always enough; inconclusive means no clear call, values can overlap the other calls; further: plate controls were buffer without enzyme for full effect and enzyme alone for no effect
BoNT A protease: BoNT/A light chain protease inhibitors, primary screen, biochemical, flow cytometry, MLPCN library | AID 588499, 2011 | inhibition, % at 10 µM | multiplex microsphere protease substrate cleavage | Botulinum neurotoxin type A light chain protease (Clostridium botulinum A str. ATCC 3502) | 360,000 compounds, 0.17% hits; further: plate controls were buffer without enzyme for full effect and enzyme alone for no effect
PrPC TRFRET: inhibitors of human cell surface prion protein PrPC, primary screen, cell-based, TR-FRET; Major prion protein (Homo sapiens), P04156; inhibition, % at 13.8 µM; TR-FRET read-out; 370,000 compounds, 0.43% hits; in the data active means inhibition above about 24%; further: 0% = median of the test wells and 100% = reference compound wells
MazF activator: activators of E. coli MazEF toxin-antitoxin RNase, primary screen, biochemical, fluorescence, uHTS. Endoribonuclease toxin MazF (Escherichia coli (strain K12)), P0AE70. FAM/BHQ RNA-DNA oligo cleavage fluorescence, 5 h. activation, % at 20 µM. 350,000 compounds, 0.32% hits. AID 504720, 2011; in the data active means activation above about 50%
Target sequence (P0AE70 whole entry, looked up): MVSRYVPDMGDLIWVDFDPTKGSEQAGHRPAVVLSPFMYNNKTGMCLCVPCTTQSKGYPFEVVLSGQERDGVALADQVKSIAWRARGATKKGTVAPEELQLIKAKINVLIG
The depositor's hits bear a star; & = joins results of further samples. Unless noted, no stated cut-off is given here; in the data, active means inhibition above about 30%; inconclusive means no clear call, values can overlap the other calls; inactive means below that. This is a subset; the hit share may differ from the screen's.

`CCC1CCCCN1CCCNC(=O)C1CCN(c2nnc(-n3cccc3)s2)CC1` (configuration not stated) gave Rv3671c inh -8, CCHF vOTU inh -9, 3CLpro inhibitor -1, VHR inh abs 12, Anthrax LF inh2 -1, PriA SSB inh -2, BoNT F protease 8, BoNT A protease -0.3, PrPC TRFRET -8 and MazF activator 9.
For CCOC(=O)CN(C(=O)CSc1nnc(CNc2ccc(C)cc2C)o1)c1ccccc1 the results were Rv3671c inh -2, CCHF vOTU inh -2, 3CLpro inhibitor -1, VHR inh abs 34, Anthrax LF inh2 -15, PriA SSB inh 16, BoNT F protease 1, BoNT A protease 0.9, PrPC TRFRET 7 and MazF activator -5.
Screening CCN(CC)S(=O)(=O)c1ccc(C(=O)Oc2ccc3c(c2)OCO3)cc1 returned Rv3671c inh 4, CCHF vOTU inh -3, 3CLpro inhibitor -6, VHR inh abs 2, Anthrax LF inh2 -4, PriA SSB inh -3, BoNT F protease -7, BoNT A protease -1.3, PrPC TRFRET 10 and MazF activator 4.
COc1ccc(N(Cc2cc3ccccc3[nH]c2=O)S(C)(=O)=O)cc1 was read as Rv3671c inh -6, CCHF vOTU inh -3, 3CLpro inhibitor -3, VHR inh abs -5, Anthrax LF inh2 -2, PriA SSB inh -11, BoNT F protease 6, BoNT A protease -0.1, PrPC TRFRET 2 and MazF activator 3.
For C/C(=N/NC(=O)Cc1c(C)[nH][nH]c1=O)c1ccc(O)cc1 the results were Rv3671c inh 2, CCHF vOTU inh 3, 3CLpro inhibitor 1, VHR inh abs 9, Anthrax LF inh2 -1, BoNT F protease 3, BoNT A protease 0.5, PrPC TRFRET -2 and MazF activator 7.
CC(C)NC(=O)c1cc(-c2ccco2)on1 was read as Rv3671c inh -11, 3CLpro inhibitor -1, VHR inh abs 31, Anthrax LF inh2 -2, PriA SSB inh -3, BoNT F protease -4, BoNT A protease -0.2 and MazF activator -3.
`CC(=O)Nc1ccc(-c2nnc(SCC(=O)NCc3ccco3)n2C)cc1` gave Rv3671c inh -2, CCHF vOTU inh -7, 3CLpro inhibitor -1, VHR inh abs 11, Anthrax LF inh2 -3, PriA SSB inh -14, BoNT F protease 1, BoNT A protease -0.6, PrPC TRFRET -4 and MazF activator -3.
CC1(C)Cc2c(C#N)c(SCCC#N)nc(N3CCOCC3)c2CO1 was read as CCHF vOTU inh -13, 3CLpro inhibitor 4, VHR inh abs -11, Anthrax LF inh2 -5, PriA SSB inh -9, BoNT F protease inconclusive, BoNT A protease -3.2, PrPC TRFRET -2 and MazF activator 6.
Screening Cc1ccc(C)c(N2CCN(S(=O)(=O)c3ccc4c(c3)OCCO4)CC2)c1 returned Rv3671c inh 7, CCHF vOTU inh 6, 3CLpro inhibitor -2, VHR inh abs -8, Anthrax LF inh2 0, PriA SSB inh -26, BoNT F protease -3, BoNT A protease 0.1, PrPC TRFRET -2 and MazF activator -9.
CSc1ccccc1C(=O)NC1CCSc2ccccc21 (configuration not stated) was read as Rv3671c inh 0, CCHF vOTU inh 9, 3CLpro inhibitor -5, VHR inh abs 20, Anthrax LF inh2 -3, PriA SSB inh -11, BoNT F protease 9, BoNT A protease 0.3, PrPC TRFRET 4 and MazF activator 14.
Screening CCN(c1ccc(OC)cc1)S(=O)(=O)N1CCCC(C(=O)NCc2ccc(OC(C)C)cc2)C1 (configuration not stated) returned CCHF vOTU inh 10, Anthrax LF inh2 4, BoNT F protease 2, BoNT A protease 0.2, PrPC TRFRET 13 and MazF activator 2.
Screening CC(=NCCCN1CCOCC1)c1c(O)n(-c2ccccc2C)c(=O)[nH]c1=O returned Rv3671c inh 2, CCHF vOTU inh 1, 3CLpro inhibitor 3, VHR inh abs -2, Anthrax LF inh2 -4, PriA SSB inh 2, BoNT F protease -4, BoNT A protease -0.1, PrPC TRFRET -6 and MazF activator 1.
For O=C(COC(=O)c1oc2ccccc2c1COc1ccccc1)NCCN1C(=O)CSC1=O the results were Rv3671c inh -2, CCHF vOTU inh -6, 3CLpro inhibitor 4, VHR inh abs 4, Anthrax LF inh2 1, PriA SSB inh 0, BoNT F protease -2, BoNT A protease -0.6, PrPC TRFRET 5 and MazF activator 0.
`Cc1ccc(CNS(=O)(=O)c2ccc3c(c2)C(C)(C)C(=O)N3C)cc1` gave Rv3671c inh 2, CCHF vOTU inh 18, 3CLpro inhibitor 8, VHR inh abs 21, Anthrax LF inh2 -4, PriA SSB inh 2, BoNT F protease 1, BoNT A protease -0.1, PrPC TRFRET 7 and MazF activator 1.
COC(=O)C(C(=O)Nc1ccccc1C)C1CCCC1 (configuration not stated) was read as Rv3671c inh -2, CCHF vOTU inh 9, 3CLpro inhibitor 0, VHR inh abs 21, Anthrax LF inh2 0, PriA SSB inh 3, BoNT F protease -2, BoNT A protease 0.2, PrPC TRFRET -4 and MazF activator 2.
Screening CC1CC(C)CN(C(=O)C2CCC(CNc3c(N4CCCCC4)c(=O)c3=O)CC2)C1 (configuration not stated) returned Rv3671c inh 3, CCHF vOTU inh -6, 3CLpro inhibitor 2, VHR inh abs 2, Anthrax LF inh2 4, PriA SSB inh -4, BoNT F protease -11, BoNT A protease -1.2, PrPC TRFRET -4 and MazF activator 10.
For C[C@H](CO)N1C[C@H](C)[C@@H](CN(C)S(=O)(=O)c2ccc3ccccc3c2)OCc2cnnn2CCCC1=O the results were CCHF vOTU inh -6, Anthrax LF inh2 4, BoNT F protease -16, BoNT A protease -0.4, PrPC TRFRET -3 and MazF activator 2.
Screening Cc1ccc(C)n1-c1cccc(NC(=O)c2ccccc2)c1 returned Rv3671c inh 7, CCHF vOTU inh 7, 3CLpro inhibitor -3, VHR inh abs -4, Anthrax LF inh2 6, PriA SSB inh -1, BoNT F protease -1, BoNT A protease 3.4, PrPC TRFRET 5 and MazF activator 11.
CCOC(=O)COc1ccc2ccccc2c1/C=C/[N+](=O)[O-] was read as Rv3671c inh -12, CCHF vOTU inh 0, 3CLpro inhibitor 3, VHR inh abs -6, Anthrax LF inh2 6, PriA SSB inh 0, BoNT F protease -2, BoNT A protease 11, PrPC TRFRET 0 and MazF activator 5.
Screening CC1CN(C(C)C)C(=S)NC1=O (configuration not stated) returned CCHF vOTU inh -4, Anthrax LF inh2 1, PriA SSB inh -7, BoNT F protease -5, BoNT A protease 0.3, PrPC TRFRET -4 and MazF activator -1.
For CCCCN(C(C)=O)C1CC(=O)N(c2ccc(OCCC)cc2)C1=O (configuration not stated) the results were Rv3671c inh -2, CCHF vOTU inh -3, 3CLpro inhibitor 3, VHR inh abs -2, Anthrax LF inh2 0, PriA SSB inh 2, BoNT F protease inconclusive, BoNT A protease inconclusive, PrPC TRFRET 0 and MazF activator 5.
For O=C(COC(=O)/C=C/c1c(F)cccc1Cl)NCC1CCCO1 (configuration not stated) the results were CCHF vOTU inh 5, Anthrax LF inh2 -3, PriA SSB inh 6, BoNT F protease -6, BoNT A protease -2.3, PrPC TRFRET 2 and MazF activator 3.
`CC(C)(C)OC(=O)[C@H](Cc1ccccc1)NC(=O)c1[nH]cnc1C(=O)N[C@@H](Cc1ccccc1)C(=O)OCc1ccccc1` gave Rv3671c inh -33, CCHF vOTU inh 25, 3CLpro inhibitor 13*, VHR inh abs 20, Anthrax LF inh2 -6, PriA SSB inh -1, BoNT F protease -2, BoNT A protease -0.7, PrPC TRFRET 12 and MazF activator -1.
For CC(C)(C)n1nc2c(c1NC(=O)COc1ccc(F)cc1)CS(=O)(=O)C2 the results were Rv3671c inh 5, CCHF vOTU inh -6, 3CLpro inhibitor 1, VHR inh abs 0, Anthrax LF inh2 0, PriA SSB inh -1, BoNT F protease -8, BoNT A protease -1.5, PrPC TRFRET 3 and MazF activator 0.
Screening CCNC(=O)C1(C)CCCN(C(=O)c2nc3ccccc3s2)C1 (configuration not stated) returned CCHF vOTU inh 11, Anthrax LF inh2 -4, BoNT F protease -1, BoNT A protease -0.4 and PrPC TRFRET 5.
O=C(NC(c1ccccc1)c1ccccc1)c1ccc(=O)[nH]n1 was read as Rv3671c inh 0, CCHF vOTU inh -6, 3CLpro inhibitor 2, VHR inh abs 19, Anthrax LF inh2 0, PriA SSB inh 7, BoNT F protease 4, BoNT A protease -1.0, PrPC TRFRET 1 and MazF activator 13.
`Cc1ccc(NC(=O)C2CC2c2ccccc2)c([N+](=O)[O-])c1` (configuration not stated) gave Rv3671c inh 2, CCHF vOTU inh -1, 3CLpro inhibitor -1, VHR inh abs -6, Anthrax LF inh2 6, PriA SSB inh 20, BoNT F protease inconclusive, BoNT A protease 0.7, PrPC TRFRET -8 and MazF activator 1.
CCOC(=O)c1ccccc1NC(=O)CSc1nnc(Cc2cccn2C)n1-c1ccc(C)cc1 was read as Rv3671c inh -9, CCHF vOTU inh 12, 3CLpro inhibitor -1, VHR inh abs 10, Anthrax LF inh2 -2, PriA SSB inh 17, BoNT F protease 13, BoNT A protease 0.8, PrPC TRFRET 12 and MazF activator 3.
Screening Cc1ccccc1CN(c1ccc(C(=O)NCc2cccnc2)cc1)S(C)(=O)=O returned Rv3671c inh -1, CCHF vOTU inh -8, 3CLpro inhibitor -2, VHR inh abs 25, Anthrax LF inh2 -2, PriA SSB inh 0, BoNT F protease 1, BoNT A protease -0.1, PrPC TRFRET 0 and MazF activator 6.
Screening COc1ccc(OCC(O)CN(CC(O)COc2ccc(OC)cc2)c2cccc(O)c2)cc1 (configuration not stated) returned Rv3671c inh -7, CCHF vOTU inh -6, 3CLpro inhibitor -4, VHR inh abs 61, Anthrax LF inh2 0, PriA SSB inh 14, BoNT F protease 0, BoNT A protease -1.0, PrPC TRFRET 4 and MazF activator -21.
COc1ccc(CCNc2nc(N3CCOCC3)nc(N3CCOCC3)n2)cc1OC was read as Rv3671c inh -1, CCHF vOTU inh 4, 3CLpro inhibitor 3, VHR inh abs 10, Anthrax LF inh2 -4, PriA SSB inh -1&-20, BoNT F protease -5, BoNT A protease 0.0, PrPC TRFRET -3 and MazF activator -3.

Entries from the list above that contain a nitro group on carbon, in the order listed:
CCOC(=O)COc1ccc2ccccc2c1/C=C/[N+](=O)[O-] was read as Rv3671c inh -12, CCHF vOTU inh 0, 3CLpro inhibitor 3, VHR inh abs -6, Anthrax LF inh2 6, PriA SSB inh 0, BoNT F protease -2, BoNT A protease 11, PrPC TRFRET 0 and MazF activator 5.
`Cc1ccc(NC(=O)C2CC2c2ccccc2)c([N+](=O)[O-])c1` (configuration not stated) gave Rv3671c inh 2, CCHF vOTU inh -1, 3CLpro inhibitor -1, VHR inh abs -6, Anthrax LF inh2 6, PriA SSB inh 20, BoNT F protease inconclusive, BoNT A protease 0.7, PrPC TRFRET -8 and MazF activator 1.

Two entries drawn at random from the list so far, as already listed:
`Cc1ccc(NC(=O)C2CC2c2ccccc2)c([N+](=O)[O-])c1` (configuration not stated) gave Rv3671c inh 2, CCHF vOTU inh -1, 3CLpro inhibitor -1, VHR inh abs -6, Anthrax LF inh2 6, PriA SSB inh 20, BoNT F protease inconclusive, BoNT A protease 0.7, PrPC TRFRET -8 and MazF activator 1.
Screening CCNC(=O)C1(C)CCCN(C(=O)c2nc3ccccc3s2)C1 (configuration not stated) returned CCHF vOTU inh 11, Anthrax LF inh2 -4, BoNT F protease -1, BoNT A protease -0.4 and PrPC TRFRET 5.
